Screens: PubChem, several laboratories
Redox H2O2 prof = compounds producing H2O2 with reducing agent – biochemical, NIH compound library profiling, artefact control for MLSCN library redox annotation, primary screen. DTT-dependent redox cycling H2O2, phenol red/HRP absorbance; 100% = 100 µM peroxide control, 0% = buffer. activation, % at 10 µM. 200,000 tested, 0.03% active. AID 878, 2007;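 active = activation of at least 50% relative to the plate's high and low controls in the primary single-dose screen; inactive = activation below 50%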;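 note: compound incubated with DTT at 0.8 mM final as the reducing agent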
ROMK primary = ROMK potassium channel modulators, primary screen, cell-based, thallium flux, MLSMR library; ATP-sensitive inward rectifier potassium channel 1 (Homo sapiens), P48048; Tet-inducible ROMK, thallium flux fluorescence; actives lie on both sides; B-score at 10 µM; 130,000 tested, 2% active; AID 1918, 2009;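 active = signal ratio slope over the read window, or its plate-corrected B-score, at least 3 SD from the plate mean, either direction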;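 note: B-score of the F/F0 ratio slope over 7 to 12 s after thallium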
Target sequence (P48048 whole entry, looked up): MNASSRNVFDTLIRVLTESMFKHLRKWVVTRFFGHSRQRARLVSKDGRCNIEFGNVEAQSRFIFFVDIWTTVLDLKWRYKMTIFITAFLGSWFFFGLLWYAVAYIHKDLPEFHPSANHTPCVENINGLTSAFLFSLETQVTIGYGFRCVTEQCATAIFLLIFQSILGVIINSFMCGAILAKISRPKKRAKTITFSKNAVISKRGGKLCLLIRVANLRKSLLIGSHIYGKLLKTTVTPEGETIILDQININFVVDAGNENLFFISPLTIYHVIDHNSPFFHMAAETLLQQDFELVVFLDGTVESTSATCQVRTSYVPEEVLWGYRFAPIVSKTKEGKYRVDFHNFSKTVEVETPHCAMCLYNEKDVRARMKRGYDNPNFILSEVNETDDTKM
PPARg SRC-2 ag = agonists of PPARg-SRC-2 recruitment, primary screen, biochemical, HTS. Peroxisome proliferator-activated receptor gamma (Homo sapiens), P37231. PPARgamma LBD-SRC-2 recruitment. activation, % at 8 µM. 200,000 tested, 0.34% active; in the data active = activation above about 22%;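 note: 0% = vehicle and 100% = reference agonist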
PPARg SRC-3 ag = PPARgamma agonists recruiting SRC-3 coactivator, primary screen, biochemical | 200,000 tested, 0.26% active | AID 731, 2007 | activation, % at 8 µM | Peroxisome proliferator-activated receptor gamma (Homo sapiens), P37231 | biochemical PPARgamma/SRC-3 coactivator recruitment assay; in the data active = activation above about 23%;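 note: 0% = DMSO and 100% = reference agonist; some compounds past the cut are filed as inactive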
S1P3 antagonist = S1P3 receptor antagonists, primary screen, cell-based; 170,000 tested, 0.27% active; AID 485, 2006; Sphingosine 1-phosphate receptor 3 (Homo sapiens), Q99500; inhibition, % at 4.98 µM; CHO S1P3 NFAT-BLA reporter, FRET fluorescence, antagonist mode;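 active = inhibition above the plate cutoff, the mean inhibition of test wells on that plate plus 3 SD, cut at about 28% in these data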;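 note: cells challenged with S1P at its EC80 of 0.8 µM; blue over green emission ratio from cleaved BLA substrate after 4 h stimulation; 0% = S1P-stimulated wells and 100% = unstimulated DMSO-only wells; some compounds past the cut are filed as inactive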
Target sequence (Q99500 whole entry, looked up): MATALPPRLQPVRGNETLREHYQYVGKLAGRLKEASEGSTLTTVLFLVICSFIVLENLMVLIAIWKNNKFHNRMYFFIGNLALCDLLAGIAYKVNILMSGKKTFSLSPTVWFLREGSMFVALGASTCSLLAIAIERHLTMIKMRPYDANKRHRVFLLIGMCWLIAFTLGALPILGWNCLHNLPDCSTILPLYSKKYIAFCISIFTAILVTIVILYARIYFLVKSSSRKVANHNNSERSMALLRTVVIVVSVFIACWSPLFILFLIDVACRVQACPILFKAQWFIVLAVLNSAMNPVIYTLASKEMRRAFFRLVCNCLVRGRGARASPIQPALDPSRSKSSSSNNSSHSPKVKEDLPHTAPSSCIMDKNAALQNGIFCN
L major viab = Leishmania major promastigote growth inhibition, primary screen; inhibition, % at 10 µM; 200,000 tested, 9% active; AID 1063, 2008; Leishmania major promastigotes, resazurin fluorescence viability; in the data active = inhibition above about 50%;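 note: promastigotes grown with compound for 44 hours at 28 °C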
HMGR II inh = inhibitors of E. faecalis class II HMGR, primary screen, biochemical, Enterococcus faecalis. 190,000 tested, 0.41% active. inhibition, % at 10 µM. HMG-CoA reductase (Enterococcus faecalis, mvaE). purified E. faecalis HMGR, NADPH absorbance 340 nm kinetic;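 active = inhibition above a set limit, the median over all tested compounds plus 3 SD, cut at about 9.5% in these data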;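 note: enzyme runs in reverse so mevalonate oxidation gives rising NADPH absorbance; 0% = complete reaction with DMSO and 100% = background rate lacking mevalonate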
bIAP inhibitor = bovine intestinal alkaline phosphatase inhibitors, primary screen, selectivity assay for TNAP inhibitor project, biochemical, bovine IAP, CDP-star luminescence. alkaline phosphatase, intestinal [Bos taurus]. purified bovine IAP, 30 min. inhibition, % at 20 µM. 190,000 tested, under 10 active. AID 1019, 2008;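 active = over 50% inhibition of intestinal alkaline phosphatase at 20 µM in the single-dose screen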
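test system = bovine IAP enzyme | medium = DEA buffer 100 mM, pH 9.8, with MgCl2 1.0 mM, ZnCl2 0.02 mM | detection = luminescence | dosing = single compound dose of 20 µM, 2% DMSO final | incubation = 30 min reaction at room temperature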
SRC2 TRFRET art = TR-FRET signal artefacts, primary screen, artefact control for PPARgamma SRC-2 agonist project, biochemical | TR-FRET ratio at 8 µM | TR-FRET artefact counter-screen; hits give high values | AID 1049, 2008 | 200,000 tested, 0.4% active; in the data active = TR-FRET ratio above about 2000; note: inactives centre near 1500
RAM network inh = inhibitors of the yeast RAM network, primary screen, dse1pr::URA3 reporter, 5-FOA selection. S. cerevisiae dse1pr::URA3 reporter, 5-FOA growth OD615, 2 d; analog-sensitive cbk1-as2 kinase mutant strain. inhibition, % at 50 µM. 190,000 tested, 1.8% active. AID 868, 2007;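 active = inhibition above a set limit, 3 SD over mean compound inhibition, cut at about 8.4% in these data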;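 note: 0% = DMSO-only wells with no growth and 100% = 10 µM 1-NA-PP1 full growth; inhibition rescues growth on 5-FOA so higher OD means more RAM inhibition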
PPARg SRC1 recr = PPARgamma agonists recruiting SRC-1 coactivator, primary screen, biochemical; PPARgamma-SRC-1 coactivator recruitment biochemical assay; activation, % at 8 µM; 200,000 tested, 0.41% active; AID 631, 2007; in the data active = activation above about 19%;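 note: 0% = DMSO and 100% = reference agonist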
* marks the source's active call; other numbers are inactive results; / = not tested or not shown; & = joins results of further samples.

SMILES	Redox H2O2 prof	ROMK primary	PPARg SRC-2 ag	PPARg SRC-3 ag	S1P3 antagonist	L major viab	HMGR II inh	bIAP inhibitor	SRC2 TRFRET art	RAM network inh	PPARg SRC1 recr
CCSc1nnc(NC(=O)CSc2nnc(CNC(=O)c3cc(OC)c(OC)c(OC)c3)o2)s1	0.3	/	-3	-2	1	-3	-7	11	1412	3.0	7
CC(C)(C)C(=O)NC(=S)Nc1ccccc1N1CCCC1	-0.2	-0.21	-9	-5	5	10	-5	7	1369	-0.1	-5
COc1ccc(NC(=O)c2ccc3nc(-c4ccccc4)c(-c4ccccc4)nc3c2)c(OC)c1	1.5	/	-4	-3	-19	3	-3	10	1404	4.3	-5
CCn1c(SC2CCOC2=O)nnc1-c1ccc(Cl)cc1 (centres undefined)	0.0	0.09	-3	4	-1	-3	-12	-1	1657	1.6	6
O=C(NCCc1ccccc1)c1cc(-c2ccc3c(c2)OCO3)on1	0.2	/	10	6	-17	10	-4	12	1667	3.9	-2
COc1ccc(-c2ccc3c(n2)sc2c(=O)[nH]c(=O)[nH]c23)cc1OC	0.1	0.52	8	1	-17	-2	-4	-10	1696	0.4	3
CCn1c(SCC(=O)NCCOC)nc2sc(C)c(C)c2c1=O	-0.8	/	8	-5	22	7	-2	-9	1480	-1.3	-6
O=C(O)CC1NC(=S)N(c2ccccc2)C1=O (centres undefined)	-3.8	/	-3	9	/	29	-2	2	1564	0.0	12
CC1CCN(C(=S)c2cccc(O)c2)CC1	1.1	0.17	2	3	-5	1	-5	-10	1635	0.5	6
CCOC(=O)c1cnc2ccc(OCC)cc2c1N1CCN(C)CC1	-0.3	/	10	4	-17	10	-5	-1	1609	0.0	4
CCOC(=O)CNCCC(=O)c1ccc(Br)cc1	-0.1	0.29	1	0	16	63*	1	10	1475	-0.7	4
Cc1ccc(NC(=O)COc2ccc(C(=O)NCCc3ccccc3)cc2)cc1	-2.3	/	8	3	/	-4	/	/	1536	/	-1
COC(=O)c1sc(NC(=S)NC(=O)c2ccccc2C)nc1C	-0.3	2.1	5	7	2	-9	4	3	1534	1.0	9
CN(C)S(=O)(=O)c1cccc(NC(=O)c2n[nH]c(=O)c3ccccc23)c1	0.1	0.039	6	4	-15	-1	9	-5	1585	2.9	-1
Cc1cccc2cc3c(NC(=O)c4ccccn4)nn(C)c3nc12	-0.3	-0.14	-5	8	-13	-6	5	-7	1622	2.1	3

4 consecutive entries out of the list so far, quoted:
SMILES	Redox H2O2 prof	ROMK primary	PPARg SRC-2 ag	PPARg SRC-3 ag	S1P3 antagonist	L major viab	HMGR II inh	bIAP inhibitor	SRC2 TRFRET art	RAM network inh	PPARg SRC1 recr
CCSc1nnc(NC(=O)CSc2nnc(CNC(=O)c3cc(OC)c(OC)c(OC)c3)o2)s1	0.3	/	-3	-2	1	-3	-7	11	1412	3.0	7
CC(C)(C)C(=O)NC(=S)Nc1ccccc1N1CCCC1	-0.2	-0.21	-9	-5	5	10	-5	7	1369	-0.1	-5
COc1ccc(NC(=O)c2ccc3nc(-c4ccccc4)c(-c4ccccc4)nc3c2)c(OC)c1	1.5	/	-4	-3	-19	3	-3	10	1404	4.3	-5
CCn1c(SC2CCOC2=O)nnc1-c1ccc(Cl)cc1 (centres undefined)	0.0	0.09	-3	4	-1	-3	-12	-1	1657	1.6	6

Other structures
SMILES	Redox H2O2 prof	ROMK primary	PPARg SRC-2 ag	PPARg SRC-3 ag	S1P3 antagonist	L major viab	HMGR II inh	bIAP inhibitor	SRC2 TRFRET art	RAM network inh	PPARg SRC1 recr
C/C(=N\NC(=O)c1ccc(CN(C)S(=O)(=O)c2ccc(C)cc2)cc1)c1ccc(OC(F)F)cc1	0.8	/	5	2	3	8	-6	3	1670	0.9	12
C/C(=N/NC(=S)Nc1ccccc1)c1ccc2c(c1)OCO2	-0.1	-0.13	-9	1	-8	-4	-5	29	1546	1.2	-3
CCN(CC)C(=O)NCc1c(C)cc(C)cc1C	-0.1	0.83	7	1	-3	-2	-1	1	1557	0.0	-1
COc1nc(Oc2ccc(C(=O)OCC(N)=O)cc2)nc(N(C)C)n1	0.3	0.057	-6	5	-10	-4	2	9	1532	0.1	1
CCc1nnc(NC(=O)CSc2nc3ccccc3c(=O)n2CCCOC)s1	1.5	/	0	-8	/	12	2	-7	1436	0.3	-1
Cc1cc(C(=O)N=Nc2c(O)n(C(C)C)c3ccccc23)n[nH]1	-0.5	/	-2	6	/	13	-1	-9	1557	5.5	8
CNc1ccc(SC#N)cc1	-1.3	-1.9	-8	-1	-12	19	-4	12	1565	1.6	-3
COC(=O)C1C2CCC(C2)C1C(=O)OCC(=O)c1ccc(C)cc1 (centres undefined)	-0.2	-0.73	9	-4	/	-1	-4	12	1541	1.9	1
O=C(NC(CC(=O)N1CCN(c2ccccc2)CC1)c1ccccc1)c1ccccc1Cl (centres undefined)	/	/	-2	1	-3	46	4	18	1632	2.8	-1
CCOC(=O)CNS(=O)(=O)c1ccc(C)cc1	-0.1	0.034	4	0	-1	-4	0	9	1687	1.1	-6
O=C(c1ccco1)N1CCN=C1SCc1cccc(F)c1	-0.9	/	-4	4	-17	-7	0	9	1486	1.8	1
Clc1ccc(-n2c(SCc3nc4ccccc4[nH]3)nnc2-c2ccncc2)cc1	-0.1	0.11	0	3	/	12	-4	-11	1377	1.0	3
O=C(Cc1cc(=O)[nH][nH]1)N/N=C/c1cccc(Cl)c1Cl	-1.7&0.4	-0.26	15&-6	4&0	6&-27	-1&-8	-4&-1	-16&-40	1923&1676	1.9&0.5	12&0
COC(=O)c1sccc1NC(=S)N1CCN(c2ccccc2F)CC1	0.6	/	3	1	-15	-4	-1	-2	1633	-1.0	5
NS(=O)(=O)c1ccc(NC(=S)NCc2ccccc2Cl)cc1	0.0	0.76	11	-1	1	11	-4	12	1676	1.9	5
COC(=O)c1cc(-c2cccc(OC)c2)n[nH]1	0.2	0.51	-5	-4	5	3	2	4	1753	0.1	3
CCC(C)(C)NC(=O)CN(C(=O)CCC(=O)Nc1ccccn1)c1ccc(F)c(Cl)c1	0.5	0.52	-5	0	/	90*	2	35	1349	0.0	4
O=C(O)Cn1c(-c2ccccc2)nc2ccccc21	0.0	0.18	8	4	-20	-4	-2	20	1692	1.5	6
Nc1ccc(C(=O)OCC(=O)Nc2ccc3c(c2)OCO3)cc1[N+](=O)[O-]	0.1	/	-10	-3	-2	69*	-4	-4	1567	5.0	-1
CSc1ccccc1NC(=O)COc1ccccc1Cl	1.9	/	-5	-3	/	-2	4	3	1577	-0.8	-2
COc1cc(NC(=S)N2CCc3ccccc3C2)cc(OC)c1	-0.4	-0.0012	6	6	-4	-7	-4	4	1519	0.9	3
O=C(Nc1ccc(Oc2ccc3ccccc3c2)cc1)c1ccco1	0.3	0.92	4	9	/	17	-4	24	1713	15*	1
Cc1ccc2nc(SCc3nnc(-c4cccs4)o3)[nH]c2c1	1.0	/	-10	-1	-16	11	-1	-4	1423	1.5	-8
CCN1CCN(CCCN(Cc2cccs2)C(=S)Nc2ccccc2C)CC1	-2.5	-0.69	0	-1	-20	-5	-1	-8	1664	0.0	1
COC1(OC)N=C(N)C2(C#N)C(c3ccc4c(c3)OCO4)C12C#N (centres undefined)	1.9	0.97	2	4	11	-1	-5	14	1612	3.2	-1
CS(=O)(=O)N1CCC(C(=O)N2CCN(c3ccc(F)cc3)CC2)CC1	-0.3	0.0045	-2	6	-8	-9	-4	-9	1715	-0.1	-1
CCCCOc1ccc(NC(=O)c2cnc(C)cn2)cc1	0.2	0.75	3	-2	/	0	0	3	1665	1.0	-1
CC1CN(S(=O)(=O)c2cccc3nsnc23)CC(C)O1 (centres undefined)	0.5	/	5	1	/	-1	-1	-7	1431	3.1	3
CCN1C(=O)c2cccc3c(NC(=O)C4CCCCC4)ccc1c23	-0.3	-0.37	7	-4	-3	7	-1	6	1688	2.7	15
O=C(NCC1CCCO1)c1cccc(S(=O)(=O)NCc2ccccc2)c1 (centres undefined)	-0.2	-0.081	1	-5	-4	0	-6	0	1499	-0.2	-2
Cc1[nH]n(-c2ccccc2)c(=O)c1C=Nc1ccc(S(=O)(=O)N(C)C)cc1	-0.1	0.48	3	-1	3	-5	3	-3	1416	2.5	5
CN(C)S(=O)(=O)c1ccccc1C#N	-0.3	/	6	-3	-40	-4	-2	13	1488	1.2	-2
c1ccc(C2=Nc3c(ccc4ccccc34)C(c3ccncc3)=NN2)cc1	-0.1	0.59	-2	-1	4	45	/	-1	1533	3.9	-3
CN(C(=O)c1cccn(Cc2ccccc2)c1=O)c1ccccc1	-2.1	0.044	-4	-2	-9	-2	-1	1	1412	-0.1	3
COC(=O)c1ccccc1C(=O)N1CCCC(C(=O)c2cc(F)ccc2F)C1 (centres undefined)	-1.7	1.4	10	7	6	-4	0	-25	1705	1.5	3
O=C(Nc1cc(C(F)(F)F)ccc1Cl)c1cc(C2CC2)on1	0.9	/	7	-9	-2	0	-1	-2	1444	3.3	2
CCCC(=O)Nc1nnc(-c2cccc(OCC)c2)s1	3.3	/	6	18	1	-5	-3	4	1509	3.4	10
CC(C)CNC(=O)c1c2c(nc3ccccc13)-c1ccccc1CC2	2.1	/	-2	2	/	2	1	3	1442	1.9	-3
Clc1ccc(N2CCCCCC2)nn1	9.8	/	2	11	/	-1	-1	-3	1700	0.3	11
